# Source: PubChem BioAssay
# Pf gamet viab: inhibitors of late stage P. falciparum gametocyte viability. hit rate 0.065% among 150,000. P. falciparum stage V gametocytes, ATP luminescence, 24 h. inhibition, % at 10.9 µM;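 active = inhibition above the mean plus 3 SD of compounds within the control limits, set per campaign, cut at about 38% in these data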;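 note: 0% = DMSO wells and 100% = medium only without gametocytes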
# Rac1 act GTP bind: modulators of GTP binding to human Rac1 activated mutant; percent activity (GTP binding), % at 10 µM; hit rate 0.11% among 190,000; P63000; GST-Rac1 activated beads, fluorescent GTP binding, flow cytometry; actives lie on both sides; 100% means binding = to untreated wells;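 active = GTP binding at least 20 percentage points away from the 100% baseline, in either direction, so actives lie on both sides; inconclusive = Compound likely fluorescent itself, or too few beads counted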
# Rac1 wt GTP bind: modulators of human Rac1 wildtype GTP binding | GST-Rac1 beads, fluorescent GTP binding, flow cytometry; actives lie on both sides; 0 = cold GTP competed, 100 = untreated | GTP binding activity (% of control), % at 10 µM | hit rate 0.27% among 190,000;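 active = GTP binding activity at least 20 points away from the 100% control level, either lower or higher; inconclusive = compound flagged as likely green fluorescent, judged across all proteins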
# Mcl1 Bid PPI: Mcl-1/Bid interaction inhibition | Q07820 | TR-FRET Mcl-1/Bid-Dy647 peptide binding, 1536-well | inhibition, % at 21.7 µM | hit rate 0.97% among 220,000 | AID 1021;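 active = compounds that cut the binding signal by more than half at the single screening dose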;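 note: His-tagged Mcl-1 with europium anti-His antibody binding Bid BH3 peptide; 0% = Mcl-1 plus peptide wells and 100% = peptide-only wells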
# Target sequence (Q07820 whole entry, looked up): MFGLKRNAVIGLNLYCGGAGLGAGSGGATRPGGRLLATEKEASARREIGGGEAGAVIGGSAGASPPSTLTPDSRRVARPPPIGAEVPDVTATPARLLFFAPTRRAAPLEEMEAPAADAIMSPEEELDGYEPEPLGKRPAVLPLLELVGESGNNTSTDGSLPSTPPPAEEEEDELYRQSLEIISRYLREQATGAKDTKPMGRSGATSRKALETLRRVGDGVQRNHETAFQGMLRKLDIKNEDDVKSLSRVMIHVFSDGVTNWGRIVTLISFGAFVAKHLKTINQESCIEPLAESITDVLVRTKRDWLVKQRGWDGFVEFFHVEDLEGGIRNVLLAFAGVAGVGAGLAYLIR
# HRas wt GTP bind: human HRas wildtype GTP binding, change in either direction. P01112. GST-Ras wt beads, Bodipy-FL-GTP binding, flow cytometry; actives lie on both sides. GTP binding activity, % at 10 µM. hit rate 0.14% among 190,000. AID 759;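 active = GTP binding activity at least 20% away from the 100% baseline, either lowered as inhibitor or raised as activator; inconclusive = flagged as likely green fluorescent, judged across all proteins in the well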;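 note: 0% = unlabeled GTP competition control and 100% = no-compound control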
# Target sequence (P01112 whole entry, looked up): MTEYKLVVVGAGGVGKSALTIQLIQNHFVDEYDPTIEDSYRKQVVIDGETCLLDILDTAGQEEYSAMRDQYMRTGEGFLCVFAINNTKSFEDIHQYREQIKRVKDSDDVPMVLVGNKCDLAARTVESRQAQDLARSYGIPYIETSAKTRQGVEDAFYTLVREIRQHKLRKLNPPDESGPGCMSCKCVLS
# Rab7 wt modul: modulators of GTP binding to dog Rab7 wildtype GTPase; GST-Rab7 beads, fluorescent GTP binding, flow cytometry; actives lie on both sides; untreated = 100%, excess cold GTP = 0%; hit rate 0.055% among 190,000; GTP binding activity (percent of control), % at 10 µM;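 active = fluorescent GTP binding to Rab7 beads changed by at least 20 points from the 100% baseline, either direction, mostly lower; inconclusive = compound itself probably fluorescent, or too few beads counted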;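 note: median green fluorescence of bound Bodipy-FL-GTP per Rab7 bead population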
# Mcl1-Noxa inh: Mcl-1/Noxa interaction inhibition; Q07820; TR-FRET Mcl-1/Noxa peptide binding, 2 h; inhibition, % at 21.7 µM; hit rate 1.5% among 220,000;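 active = compounds that cut the protein-peptide binding signal by more than 50% relative to plate controls in a single-dose test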;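 note: His-tagged Mcl-1 with rhodamine Noxa BH3 peptide and terbium anti-His antibody; 0% = Mcl-1 plus Noxa peptide wells and 100% = peptide-only wells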
# Avidin fluor: compound fluoresces at 488/530 nm on avidin beads | compound fluorescence 488/530 nm, flow cytometry; hits give high values | fluorescence (KMESF) at 10 µM | hit rate 0.38% among 220,000 | AID 1775; in the data active = fluorescence above about 47; note: inactives centre near 10
# Cdc42 wt GTP: modulators (inhibitors or activators) of GTP binding to human Cdc42 wildtype; percent activity (GTP binding), % at 10 µM; GST-Cdc42 beads, Bodipy-GTP binding, flow cytometry; actives lie on both sides; P60953; hit rate 0.2% among 190,000;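 active = percent activity GTP binding at least 20 points away from the 100% baseline, either down as inhibitor or up as activator; inconclusive = compound flagged as likely green fluorescent from well-wide comparison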;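 note: median bead fluorescence of bound Bodipy-FL-GTP at 100 nM; 0% = excess unlabeled GTP control and 100% = no compound control; below 100% means less GTP binding so inhibitor and above means activator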
# Target sequence (P60953 whole entry, looked up): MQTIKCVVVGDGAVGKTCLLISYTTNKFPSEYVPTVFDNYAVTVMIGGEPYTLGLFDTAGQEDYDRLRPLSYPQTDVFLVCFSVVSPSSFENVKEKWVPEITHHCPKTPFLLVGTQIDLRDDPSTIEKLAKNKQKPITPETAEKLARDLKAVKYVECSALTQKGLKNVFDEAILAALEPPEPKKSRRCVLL
# GSH fluor: compound fluoresces at 488/530 nm on GSH beads. GSH beads flow cytometry, compound fluorescence 488/530 nm; hits give high values. fluorescence (KMESF) at 10 µM. hit rate 0.25% among 190,000; in the data active = fluorescence above about 89;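 note: glutathione beads carrying GST-tagged Bcl family fusion proteins plus one bare bead set; values are compound well signal with DMSO vehicle wells as background; inactives centre near 16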
# Rab2 wt GTP: changes GTP binding to wildtype dog Rab2A, up or down. P61105. GST-Rab2 wt beads, Bodipy-GTP binding, flow cytometry. GTP binding activity, % at 10 µM. hit rate 0.19% among 190,000;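 active = GTP binding activity at least 20 points away from 100%, either lowered or raised; inconclusive = signal likely due to the compound's own green fluorescence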;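 note: 0% = beads with excess unlabeled GTP and 100% = no-compound control corrected for plate trend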
# * = called active by the depositor; ? = inconclusive; . = not tested or not shown; & = joins results of further samples. Hits appear at their usual frequency; about 3% have a hit in one of these screens.
# A first look (2 entries):
mol	Pf gamet viab	Rac1 act GTP bind	Rac1 wt GTP bind	Mcl1 Bid PPI	HRas wt GTP bind	Rab7 wt modul	Mcl1-Noxa inh	Avidin fluor	Cdc42 wt GTP	GSH fluor	Rab2 wt GTP
COc1ccc(N2CCN(C(c3cccs3)C(C)NC(=O)c3ccco3)CC2)cc1 (stereo not given)	5	97	104	-24	102	94	18	8	100	64	101
Cc1ccc(SCCC(=O)NCc2ccccn2)cc1	16	94	102	-14	99	108	0	6	97	19	99

# This part in full (from the top)
mol	Pf gamet viab	Rac1 act GTP bind	Rac1 wt GTP bind	Mcl1 Bid PPI	HRas wt GTP bind	Rab7 wt modul	Mcl1-Noxa inh	Avidin fluor	Cdc42 wt GTP	GSH fluor	Rab2 wt GTP
COc1ccc(N2CCN(C(c3cccs3)C(C)NC(=O)c3ccco3)CC2)cc1 (stereo not given)	5	97	104	-24	102	94	18	8	100	64	101
Cc1ccc(SCCC(=O)NCc2ccccn2)cc1	16	94	102	-14	99	108	0	6	97	19	99
CCN1CCN(c2ncc(C(=O)N3CCCc4ccccc43)c3ccccc23)CC1	.	99	103	-17	100	98	20	5	102	11	99
COc1ccc(N2CCN(C(=O)COCC(=O)O)CC2)cc1	.	96	99	-29	99	105	22	26	99	14	100
O=C(NCCN1CCOCC1)c1cc(-c2ccc(Cl)cc2)on1	.	100	106	10	101	95	11	27	104	22	100
CC(C)(C)NC(=O)C(c1cccs1)N(Cc1ccc(F)cc1)C(=O)c1csnn1 (stereo not given)	.	98	101	12	96	104	2	7	95	21	99
COc1ccc(NC(C)C(=O)N/N=C/c2cc(Br)ccc2OC)cc1 (stereo not given)	-11	97	96	-62	96	95	13	7	96	14	95
O=C(COc1c(Cl)cccc1Cl)NN1C(=O)CSC1=S	-21	92	94	-17	97	106	9	11	94	9	95
C/C(=N\NC(=S)Nc1ccc(F)cc1)c1ccc2c(c1)OCCO2	-3	102	101	-78	99	98	-38	11	96	9	100
Cn1c(=O)c2c(nc(CN3CCN(C(=O)c4ccco4)CC3)n2Cc2ccccc2F)n(C)c1=O	.	99	105	-17	101	102	13	7	101	13	101
CCOc1ccccc1NC(=O)CNC(=O)Cc1ccccc1	-18	96	98	-31	97	107	-6	9	96	19	99
CCOc1cc(CNn2cnnc2)ccc1OCC(=O)NC1CCCCC1	18	99	101	-2	99	95	8	12	101	24	98
O=C(Cn1ncc(Cl)c(Cl)c1=O)N1CCN(Cc2ccccc2)CC1	.	?	?	-11	?	?	20	21	?	10	?
O=C(O)c1cc2ccccc2c(=O)s1	-22	94	95	9	98	98	10	12	96	16	96
O=C(CCc1ccc(O)c(O)c1)NNC(=S)Nc1ccc(Br)cc1Cl	-1	92	97	-72	95	98	-23	13	91	25	95
CC(OC(=O)c1oc2ccccc2c1CSC1CCCCC1)C(=O)NC(N)=O (stereo not given)	-12	104	107	-13	101	97	7	1	104	7	99
C#CCNC(=O)C1=C[C@H](c2cn(C(C)=O)c3ccccc23)C[C@H](OCc2ccc(CO)cc2)O1	6	95	96	-9	96	96	-1	4	93	21	95
CCC(C)C(NC(=O)c1ccccc1NC(=O)c1ccco1)C(=O)O (stereo not given)	19	98	101	9	99	99	11	11	101	17	100
Cc1ccc(-c2nc3ncccn3c2NC(=O)C2CC2)cc1	.	101	105	2	103	100	9	9	105	31	102
CCC(C)N=C1Sc2nc3ccc(C)cc3cc2CN1CCOC (stereo not given)	.	96	97	-45	96	98	41	19	97	12	95

# Only Mcl1 Bid PPI, for 3 of the compounds above:
SMILES | Mcl1 Bid PPI
C/C(=N\NC(=S)Nc1ccc(F)cc1)c1ccc2c(c1)OCCO2 | -78
O=C(COc1c(Cl)cccc1Cl)NN1C(=O)CSC1=S | -17
O=C(NCCN1CCOCC1)c1cc(-c2ccc(Cl)cc2)on1 | 10

# The listing continues.
mol	Pf gamet viab	Rac1 act GTP bind	Rac1 wt GTP bind	Mcl1 Bid PPI	HRas wt GTP bind	Rab7 wt modul	Mcl1-Noxa inh	Avidin fluor	Cdc42 wt GTP	GSH fluor	Rab2 wt GTP
CCCc1nn(C)c(C(=O)Nc2cccc(Cl)c2)c1Cl	-18	99	101	20	100	99	7	4	97	9	99
Cc1cccnc1NC(=O)C1c2ccccc2Oc2ccccc21	4	97	105	2	97	98	-10	11	97	7	100
CCC(C)(C)n1nnnc1CN(Cc1cccs1)Cc1cc2cc(OC)ccc2[nH]c1=O	5	102	108	0	105	100	10	9	104	5	101
CC(NCC(O)COC1CCC(C(C)(C)C)CC1)c1ccccc1 (stereo not given)	-2	100	102	-9	100	100	5	.	101	69	99
CCN(CC)CCN1C(=O)C(=O)/C(=C(/O)c2cnn(-c3ccccc3)c2C)C1c1cccnc1 (stereo not given)	-6	98	101	-25	99	98	3	6	100	31	100
Nc1c(Cl)ncnc1NCCO	-4	96	100	-99&-60	100	99	-2&-2	6&10	97	21	98
COc1ccc(-n2c(SCC(=O)C(C)(C)C)nc3ccsc3c2=O)cc1	-18	95	95	-17	92	95	-28	10	93	64	93
Cc1ccc(CSc2ncnc3c2cnn3-c2ccc(C)cc2)cc1	.	95	98	-35	97	97	21	8	97	18	96
O=C1CC(c2ccco2)Cc2c1cnn2-c1nc2ccccc2s1 (stereo not given)	-41	99	102	5	100	100	-18	3	101	9	97
Oc1ccccc1C1=NOC(O)(C(F)F)C1 (stereo not given)	.	99	99	-17	99	97	-4	8	103	10	100
O=S(=O)(NCc1ccccc1)c1cnc[nH]1	-9	101	102	-27	104	104	3	11	104	27	103
O=[N+]([O-])c1ccc(-n2cnc3ccccc32)c([N+](=O)[O-])c1	22	100	99	-27	97	102	2	6	98	17	99
CC1Cc2cccc3c(O)c(C(=O)c4nn[nH]n4)c(=O)n1c23 (stereo not given)	-11	94	101	-16	100	96	15	11	94	11	95
Cn1c(=O)[nH]c(=O)c2c1nc1n2CCN1Cc1ccccc1	-1	?	?	-51	?	?	1	15	?	6	?
Cc1[nH]n2c(=O)c3c(nc2c1-c1ccc(Cl)cc1)CCC3	.	93	95	-170	90	98	-38	17	89	19	89
N#Cc1c[nH]n2c(=O)cc(Cc3ccccc3)nc12	.	101	113	-20	103	105	8	9	105	9	103
O=S(=O)(NCC(c1cccnc1)N1CCN(c2ccccc2)CC1)c1cccs1 (stereo not given)	.	102	105	-4	101	98	16	4	103	47	99
CCc1ccc(C2(C)SC(NC(C)=O)=NN2C(C)=O)cc1 (stereo not given)	.	105	108	-18	107	101	14	8	111	20	106
CCC(Oc1ccccc1)C(=O)NC1C(=O)N2C1SC(C)(C)C2C(=O)O (stereo not given)	9	93	98	-25	98	101	-8	10	96	20	95
O=C(O)C1CCCCC1C(=O)NCc1ccccn1 (stereo not given)	.	97	103	-33	101	102	8	9	105	16	100

# Taken from above:
# Reading for CC(NCC(O)COC1CCC(C(C)(C)C)CC1)c1ccccc1 (stereo not given) in Mcl1 Bid PPI: -9
# Reading for N#Cc1c[nH]n2c(=O)cc(Cc3ccccc3)nc12 in Cdc42 wt GTP: 105
# Reading for O=S(=O)(NCC(c1cccnc1)N1CCN(c2ccccc2)CC1)c1cccs1 (stereo not given) in Avidin fluor: 4

# (continued)
mol	Pf gamet viab	Rac1 act GTP bind	Rac1 wt GTP bind	Mcl1 Bid PPI	HRas wt GTP bind	Rab7 wt modul	Mcl1-Noxa inh	Avidin fluor	Cdc42 wt GTP	GSH fluor	Rab2 wt GTP
Clc1ccc(-c2nnc(SCc3nc4ccccc4[nH]3)o2)c(Cl)c1	.	98	103	-27	99	93	-53	19	103	16	98
CCCCNC(=O)N(c1c(N)n(Cc2ccccc2)c(=O)[nH]c1=O)C1CCCC1	-6	95	98	-4	99	104	-16	13	101	14	101
Cc1cc2c3c(c1)C1(C(=O)N3C(C)(C)CC2C)C(C#N)=C(N)OC2=C1C(=O)CC(C)(C)C2 (stereo not given)	.	101	104	-6	104	106	13	24	103	13	103
COc1cc(C)ccc1N(CCCN1C(=O)c2cccc3cccc(c23)C1=O)C(=O)c1cccs1	-8	102	103	1	102	99	-4	25	100	9	102
O=C(O)CC1COc2ccccc2N1C(=O)c1ccccc1Cl (stereo not given)	29	95	96	-11	101	103	7	10	99	27	98
Cc1[nH]n2c(=O)c3c(nc2c1-c1ccccc1)CCCC3	.	98	98	-10	98	99	19	9	96	13	99
COc1ccc(-c2nnc(-c3ccc(Br)o3)o2)cc1OC	-4	100	105	-2	102	103	8	36	103	10	101
COCCOC(=O)C1=C(C)NC(=O)NC1c1cn(-c2ccccc2)nc1-c1cccs1 (stereo not given)	.	99	101	5	97	98	7	7	99	28	101
NC(=S)N/N=C/c1ccccc1	-25	101	101	-46	97	99	10	12	101	12	97
Cc1cccc(N2CCN(C(=O)Cn3cccc3)CC2)c1C	.	101	106	-32	102	99	-12	8	106	13	104
COc1cc(NS(=O)(=O)c2ccc(NC(=S)NC(=O)c3sc4cc(F)ccc4c3Cl)cc2)nc(OC)n1	-29	95	95	33	94	98	88*	8	90	18	96
Cc1ccc(SCCC(=O)NC(C)C)cc1	-9	100	104	-4	102	98	-2	8	101	19	100
CCOC(=O)C1CCN(C=Nc2cc(C)on2)CC1	.	101	103	-8	103	102	-8	37	103	16	102
O=C(CSc1nnc(-c2cccs2)n1-c1ccccc1)Nc1ccccc1	.	98	99	-1	99	97	-62	8	100	6	98
Cc1cccc(C(=O)N2CCCN(C(=O)c3cccc(C)c3)CC2)c1	-15	98	102	4	98	99	27	1	97	41	98
CN1CCN(c2ccc(NC(=O)c3cccs3)cc2)CC1	.	97	98	-49	96	96	1	21	99	12	99
Cc1cccc(OCc2nnc(SCC(=O)N3CCCC3)n2C)c1	11	101	109	-17	104	99	1	8	106	45	103
CC(Sc1nc2ccccc2s1)C(=O)c1c(N)n(C)c(=O)n(C)c1=O (stereo not given)	13	?	?	-21	?	?	17	12	?	24	?
CCNc1nc(Cl)nc(NNC(=O)C(C)Oc2ccccc2)n1 (stereo not given)	16	101	103	-9	99	99	4	22	105	11	99
COc1ccc(OCC(=O)Nc2ccc(S(=O)(=O)Nc3nc(C)cc(C)n3)cc2)cc1	9	92	97	-2	95	100	5	12	94	11	94
